Peg3 imprint – inducers of genomic imprint erasure in mouse ES cells; 0.02% of 110,000 active; Potency, µM (highest dose often 60.7 µM), for inactives: at the top dose activity change, positive = activation, usual class: activators; mouse ES Peg3-LacZ reporter, beta-gal luminescence, 40 h;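 note: 0% = negative control wells on the plate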
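Imprint erasure is scored as LacZ activity from the silenced maternal Peg3 allele in feeder-free female ES cells cultured 40 h with LIF. Luminescence is normalized to in-plate negative controls and fitted to the Hill equation.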
p53ts 32C tox – kills p53ts cells at the permissive temperature; H1299-p53A138V at 32C, ATP luminescence viability, 24 h; Potency, µM (series often up to 46.1 µM), inactives show at the top dose activity change, negative = cytotoxicity, actives largely listed as cytotoxic; 0.93% of 130,000 active;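 note: 0% = DMSO and -100% = full killing by reference compound; nearly all actives have a fitted effect of over 55% in size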
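ATP-content luminescence (ATPlite) read-out after 24 h compound exposure at 32C in H1299-p53A138V cells (600/well). Tested up to 46 uM. Normalized to DMSO (0%) and 100 uM tamoxifen (100% killing); Hill-fit AC50.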
IkB sig inh – IkB pathway inhibition in ABC-DLBCL cells | 0.04% of 110,000 active | ABC-DLBCL IkBa-CBG/CBR dual luciferase ratio, 4 h; response scale: scaled: untreated 0%, proteasome inhibitor 100% | AID 445 | Potency, µM (doses to about 57.1 µM), for the others: at the top dose IkBa stabilization activation; active = well fitted curve in the direction sought with a large enough effect in the signal ratio, not every such curve was filed as active; inconclusive = small, poorly fitted or top-dose-only effect, or a change in a side signal; the % refers to the signal ratio;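 note: the direction sought is a rising ratio; 0% = basal untreated cells and 100% = reference inhibitor full response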
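In this assay, an IκBα–CBG68 fusion accumulates when IKK-driven degradation is blocked; native CBR normalizes for cell number. OCI-Ly3 cells were treated 4 h with compound and doxycycline, then green and red light read after Chroma-Glo addition.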
p53ts 39C tox – cytotoxicity in p53ts cells at nonpermissive temperature; 1.5% of 130,000 active; Potency, µM (highest dose often 46.1 µM), for inactives: at the highest dose activity change, negative = cell killing, most hits filed as cytotoxic; H1299-p53A138V viability at 39C, ATP luminescence, 24 h; note: nearly all actives have a fitted effect of over 55% in size
An asterisk follows results filed as active; ? = inconclusive; . = no result given; [ ] = another dose, or the depositor's remark. Unless noted, calls come from the whole dose curve; as a rule, active = well fitted curve in the direction sought with a large enough effect; inconclusive = small, poorly fitted or top-dose-only effect, or another doubt; inactive = no such curve, though single readings can be large; an effect the other way counts as inactive or inconclusive. Unless noted, % is set by controls: 0 for no effect and ±100 for the full control effect; potency is the fitted concentration of half-maximal effect. This is a random part of the collection. Share with any hit: about 1.7%.

SMILES	Peg3 imprint	p53ts 32C tox	IkB sig inh	p53ts 39C tox
CC(=O)OCN(C#N)c1nc(N(C)C)nc(N(C)C)n1	8%	-3%	0.1%	-4%
CCCS(=O)(=O)N1CCN(C(=O)COc2ccc(-c3ccccc3)cc2)CC1	-14%	-1%	1.8%	5%
CC1(C)c2ssc(=S)c2-c2ccccc2N1C(=O)c1ccco1	.	-12%	1.0%	1%
Cc1cn2c(=O)cc(COC(=O)c3cccc(NC(=O)C(C)Oc4ccccc4)c3)nc2s1 (stereo unspecified)	-2%[10.9 µM]	0%	?	0%
O=C(Cc1ccccc1)Nc1ccc(NC(=O)c2ccco2)nc1	-13%	-17%	2.5%	-19%
Cc1ccccc1OCC(=O)Nc1ccccc1CO	-10%	-22%	3.7%	-10%
COc1cc(C(C#N)N2CCCCC2)ccc1O (stereo unspecified)	-5%	0%	0.8%	8%
CC(C)N(CCNC(=O)c1ccc(-n2c(=O)c(=O)[nH]c3ccccc32)cc1)C(C)C	.	12%	.	-3%
Cc1ccc(C(=O)Nc2ccc(OCc3cc(=O)n4c5c(sc4n3)CCCC5)cc2)cc1	?	-4%	0.4%	0%
COc1ccc(C2CC(=O)c3cc(-c4nc(-c5cccc(Cl)c5)cs4)c(=O)[nH]c3C2)cc1OC (stereo unspecified)	-9%[10.9 µM]	3%	4.4%	-1%
O=C(NC1CCCc2ccccc21)c1ccc2c(c1)sc1nc(-c3ccc(F)cc3)cn12 (stereo unspecified)	-14%[10.9 µM]	6%	0.5%	-18%
O=C(O)c1ccc(OC(F)(F)C(F)C(F)(F)F)cc1 (stereo unspecified)	-18%	-15%	3.1%	3%
Cc1cc2cc(CN(C(=O)C3CC3)C3CCCC3)c3nnnn3c2cc1C	0%	7%	-0.9%	5%
O=C(NCc1ccccn1)[C@@H]1C[C@H]1[C@@H](NP(=O)(c1ccccc1)c1ccccc1)c1ccccc1	-5%	5%	.	-4%
N#Cc1c2c(c(N3CCN(c4ccccn4)CC3)n3c1nc1ccccc13)CCC2	8%	3%	-0.4%	0%
CCN(CC)c1ccc(NS(=O)(=O)c2cc(-c3cc(C)no3)ccc2C)c(C)c1	-17%[10.9 µM]	9%	0.1%	18%
CCCOC(=O)c1ccc2c(c1)C(=O)N(c1ccccc1)C2=O	.	10%	1.1%	-7%
CCOC(=O)c1cccc(NC(=O)c2cc(C)nc3c2c(C)nn3-c2ccc(C)cc2)c1	-11%[10.9 µM]	3%	?	-10%
CC1CCc2nc3ncn(CC(=O)Nc4cccc(C#N)c4)c(=O)c3cc2C1 (stereo unspecified)	-6%[10.9 µM]	-8%	?	-11%
O=C(CSc1nccn1Cc1ccc(F)cc1)NCc1ccc(F)cc1	6%[10.9 µM]	5%	-1.7%	-8%
O=C(CSc1nnc(CNC(=O)c2ccccc2F)o1)Nc1ccc2c(c1)OCCO2	-3%	25%	1.5%	9%
Cc1cc(Nc2ccc(F)c(Cl)c2)n2nc(C)nc2n1	-11%	-1%	0.3%	9%
CCCc1cc(N2CCCC(C(=O)NCC)C2)n2ncnc2n1 (stereo unspecified)	-3%	7%	0.0%	-12%
CCOC(=O)c1ccc(N2C(=O)c3n[nH]c(-c4ccco4)c3C2c2ccc(O)c(OCC)c2)cc1 (stereo unspecified)	3%[10.9 µM]	7%	?	24%
COc1cccc(CNC(=O)C2CCN(S(=O)(=O)N3CCCCC3)CC2)c1	-6%	7%	2.9%	12%
CCOc1ccc(NC(=O)Cn2ccn(-c3ccc(F)c(F)c3)c(=O)c2=O)cc1	-15%[10.9 µM]	23%	?	1%
CC(C)CC1(C)NC(=O)N(CCN2C(=O)c3ccccc3C2=O)C1=O (stereo unspecified)	6%	5%	0.0%	4%
COCCCNC(=O)c1ccc(CS(=O)(=O)c2ccc(Br)cc2)o1	-11%	-3%	-2.1%	-6%
Cc1ccc(NC(=O)CSc2cn(CC(=O)N3CCOCC3)c3ccccc23)cc1Cl	-15%[10.9 µM]	-7%	5.3%	-11%
Cc1ccc2cc(C(c3nnnn3CC3CCCO3)N3CCCC4(CCCCC4)C3)c(=O)[nH]c2c1 (stereo unspecified)	-7%	8%	0.7%	8%
CCn1cc(C(=O)N2CC(C)CC(C)C2)c(=O)c2cc(S(=O)(=O)N(C)C)ccc21 (stereo unspecified)	-9%	1%	1.5%	1%
N#Cc1ccc(CN2CC[C@@]3(CCCN(C(=O)c4cnccn4)C3)C2)cc1	.	4%	0.5%[11.4 µM]	12%
C=CCn1c(=O)n(CC=C)c(=O)n(CC=C)c1=O	7%	-1%[1.84 µM]	0.0%	1%
Cc1cc(C)cc(NC(=O)C(=O)NCC(c2ccc3c(c2)OCO3)N2CCOCC2)c1 (stereo unspecified)	-5%[10.9 µM]	2%	-0.1%	-8%
COC(=O)c1ccc(Cn2c(CN3CCOCC3)nc3ccccc3c2=O)o1	-9%	0%	-2.9%	-7%
Cc1cccc(-n2c(SCC(=O)N3CCCC3)nnc2-c2ccccn2)c1C	-1%	-1%	-0.3%	6%
Cc1cc(NC(=O)C2CCN(S(=O)(=O)c3cccc4nsnc34)CC2)ccc1Br	-9%[10.9 µM]	-5%	?	14%
Cc1c(Cl)cccc1NC(=O)C1CCCN(c2ncnc3onc(C)c23)C1 (stereo unspecified)	-8%[10.9 µM]	-7%	?	26%
CCOc1ccc(-c2nonc2NC(=O)c2oc3ccc(Br)cc3c2C)cc1	-10%[10.9 µM]	?	?	?
CCC1Oc2ccc(C)cc2N(CC(=O)NCCc2ccccc2)C1=O (stereo unspecified)	-13%[10.9 µM]	10%	1.3%	-14%

Six entries already listed, sorted by number of heavy atoms, lowest first.
SMILES	Peg3 imprint	p53ts 32C tox	IkB sig inh	p53ts 39C tox
C=CCn1c(=O)n(CC=C)c(=O)n(CC=C)c1=O	7%	-1%[1.84 µM]	0.0%	1%
CCC1Oc2ccc(C)cc2N(CC(=O)NCCc2ccccc2)C1=O (stereo unspecified)	-13%[10.9 µM]	10%	1.3%	-14%
Cc1c(Cl)cccc1NC(=O)C1CCCN(c2ncnc3onc(C)c23)C1 (stereo unspecified)	-8%[10.9 µM]	-7%	?	26%
COC(=O)c1ccc(Cn2c(CN3CCOCC3)nc3ccccc3c2=O)o1	-9%	0%	-2.9%	-7%
Cc1cc(NC(=O)C2CCN(S(=O)(=O)c3cccc4nsnc34)CC2)ccc1Br	-9%[10.9 µM]	-5%	?	14%
Cc1cc(C)cc(NC(=O)C(=O)NCC(c2ccc3c(c2)OCO3)N2CCOCC2)c1 (stereo unspecified)	-5%[10.9 µM]	2%	-0.1%	-8%

Continuation.
SMILES	Peg3 imprint	p53ts 32C tox	IkB sig inh	p53ts 39C tox
CCCc1nc(SCC(=O)NCc2ccc3c(c2)OCO3)c2c(=O)n(C)c(=O)n(C)c2n1	-4%	0%	0.6%	12%
COCCn1c(CCC(=O)Nc2ccc(OC)c(OC)c2)nc2cccnc21	10%[10.9 µM]	-1%	-1.0%	-4%
O=C(NCCc1ccccc1)c1ccc2c(c1)CCN2S(=O)(=O)c1ccccc1	-13%[10.9 µM]	6%	-0.9%	?
CC(C)(C)c1ccc(/C=C/C(=O)c2ccc(NC3=NCCCS3)cc2)cc1	.	?	.	-11%
Cc1cccc(NC(=O)c2cc3ccccc3c(=O)o2)n1	-32%[inhibitor]	?	2.2%	?
Cc1cc(C)c(NC(=O)C2CCN(c3nn4c(=O)cc(C)nc4s3)CC2)c(C)c1	5%[10.9 µM]	0%	1.6%	-24%
CCc1ccccc1S(=O)(=O)Cc1ccc(C(=O)N2CCN(c3ccccc3OC)CC2)o1	-21%	-13%	?	-10%
Cc1ccc(CNc2nc(-c3ccco3)nn2C(=O)c2ccccc2[N+](=O)[O-])cc1	-21%[10.9 µM]	?	-0.8%	10µM*
Cc1ccc(CNC(=O)[C@H](C)[C@@H]2C[C@@]2(C)[C@@H](NC(=O)OCc2ccccc2)c2ccccc2)o1	-16%	15%	.	-7%
COc1ccc(CCNC(=O)NC2CCCCC2)cc1	.	5%	.	20%
COc1ccc2[nH]c3nc(SC(C)C)nnc3c2c1	-30%	16µM*	?	10µM*
CCOC(=O)c1cc(S(=O)(=O)Nc2ccccc2OCC)[nH]n1	-8%[10.9 µM]	-3%	1.1%	-18%
O=C(NCc1ccco1)c1cc(-c2ccc(F)cc2)on1	-26%	-11%	?	-14%
COc1cc2[nH]c(=O)n(CCC(=O)NCc3cccnc3)c(=O)c2cc1OC	4%	-10%	-0.4%	15%
CC(C)OCCCNC(=O)C1CC(=O)N(C2CCCCCCC2)C1 (stereo unspecified)	-2%	2%	0.5%	8%
Cc1cccc(OCCSc2nc3ccc(NC(=O)c4cccs4)cc3s2)c1	-12%[10.9 µM]	-6%	?	-15%
CCOC(=O)N1CCN(c2ncc3c(n2)CC(c2ccccc2O)CC3=O)CC1 (stereo unspecified)	-8%[10.9 µM]	-8%	?	24%
O=C(NC(C(=O)c1ccccc1)N1CCOCC1)c1cccs1 (stereo unspecified)	-15%	-10%	7.4%	-17%
COC1OC(CO)C(OC2OC(C(=O)O)C(OC3OC(COS(=O)(=O)O)C(OC4OC(C(=O)O)C(OC5OC(CO)C(OC6OC(C(=O)O)C(OC7OC(COS(=O)(=O)O)C(OC8OC(C(=O)O)=C[C@H](O)C8OS(=O)(=O)O)C(O)C7NC(C)=O)[C@@H](O)C6O)C(O)C5NC(C)=O)[C@@H](O)C4O)C(O)C3NC(C)=O)[C@@H](O)C2O)C(O)C1NC(C)=O (stereo partly specified)	7%	-4%	.	4%
C[C@@H]1CCCN(CP(=O)(c2ccccc2)c2ccccc2)C1	-3%[10.9 µM]	0%[9.22 µM]	1.2%[11.4 µM]	0%[9.22 µM]

One compound at a time (already shown). Values in the order: Peg3 imprint	p53ts 32C tox	IkB sig inh	p53ts 39C tox
Results for `CC1(C)c2ssc(=S)c2-c2ccccc2N1C(=O)c1ccco1` = .	-12%	1.0%	1%
Results for `Cc1cc(Nc2ccc(F)c(Cl)c2)n2nc(C)nc2n1` = -11%	-1%	0.3%	9%
Results for `Cc1ccc(CNC(=O)[C@H](C)[C@@H]2C[C@@]2(C)[C@@H](NC(=O)OCc2ccccc2)c2ccccc2)o1` = -16%	15%	.	-7%

(further entries)
SMILES	Peg3 imprint	p53ts 32C tox	IkB sig inh	p53ts 39C tox
CC(=O)c1ccc(OCC(O)CN2CCN(Cc3ccccc3)CC2)cc1 (stereo unspecified)	-18%	-2%	2.1%	-7%
Cc1csc2nc(-c3cccc(NC(=O)c4ccccc4F)c3)cn12	7%[10.9 µM]	?	?	6.3µM*
CCC(C)NC(=O)Cn1c(=O)ccc2cc(S(=O)(=O)N3CCCC3)ccc21 (stereo unspecified)	4%[10.9 µM]	1%	-0.4%	-17%
COc1ccc(C(=O)O)cc1S(=O)(=O)NCCCN1CCCC1=O	3%	5%	0.3%	-6%
CCc1nc(CNC(=O)c2cc(OC)c(OC)c(OC)c2)no1	13%	-6%	0.4%	-2%
COc1ccc(NC(=O)c2c(N)c(C(=O)c3ccc(C)cc3)n3ccccc23)cc1OC	?	-11%	?	-20%
O=C1CC(c2ccco2)c2ccc3ccccc3c2N1 (stereo unspecified)	.	-15%	?	-18%
CCn1nccc1C(=O)Nc1ccc(Cl)cc1Cl	0%	-1%	-1.6%	-3%
O=C(Nc1ccc(Cl)cc1C(=O)NCCN1CCOCC1)c1ccco1	-4%	0%	-0.2%	4%
CCOC(=O)c1cccc(NC(=O)C(NS(=O)(=O)c2ccc3c(c2)CCN3C(C)=O)C(C)C)c1 (stereo unspecified)	0%	-4%	0.5%	-2%
COc1ccc(NC(=O)CCc2nnc3n(C)c(=O)c4sccc4n23)cc1	-7%[10.9 µM]	9%	4.0%	18%
Cc1c(-c2nc(-c3ccc4c(c3)[nH]c(=O)n4C)no2)cccc1[N+](=O)[O-]	-6%[10.9 µM]	4%	0.4%	-20%
O=C(CCN1C(=O)COc2ccccc21)NCc1cccnc1	-4%	3%	-0.4%	1%
CCCCC(=O)NC1(C(F)(F)F)C(=O)Nc2c1c(=O)[nH]c(=O)n2-c1ccc(C)c(C)c1 (stereo unspecified)	11%[10.9 µM]	1%	0.6%	20%
CC(C)c1ccc(NC(=O)CN2C(=O)COc3ccc(S(=O)(=O)N4CCCCC4)cc32)cc1	-15%[10.9 µM]	3%	2.3%	-11%
CCOc1ccc(OCC)c(S(=O)(=O)NCCCN2CCOCC2)c1	.	7%	.	-3%
O=C1c2[nH]nc(-c3ccccc3O)c2C(c2ccc(Cl)cc2)N1CCc1ccccc1 (stereo unspecified)	9%[10.9 µM]	20µM*	?	?

Compound activity from PubChem.
